TDP43 rescue – TDP-43 toxicity inhibition in yeast | 410,000 compounds, 1.8% hits | TDP-43 expressing yeast growth rescue, BacTiter-Glo, 24 h | Potency, µM (highest dose often 46.1 µM), for the others: top-dose growth rescue (activation), hits mostly activators; also: potency is read from the fitted curve at half-maximal effect; % of control where 0% means no effect; nearly all actives have a fitted effect of over 50% in size
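Galactose-induced TDP-43 yeast, OD600=0.02, compound pinned; 24 hr, 30 deg C; BacTiter-Glo luminescence for growth. Inhibitors of TDP-43 toxicity read as activators.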
GLP1R cytotox – cytotoxicity counter-screen for GLP-1 receptor inverse agonists | Potency, µM (series often up to 38.3 µM), for inactives: top-dose activity change, negative = inhibition, actives largely listed as inhibitors | AID 624418 | 410,000 compounds, 0.13% hits | HEK293 cAMP-luciferase reporter cells, luminescence, 24 h;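 also: loss of luciferase light is scored as toxicity; potency is read from the fitted curve at half-maximal effect; % is scaled to controls: 0 for no effect and ±100 for the full control effect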
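Compound-treated cells are incubated 24 hr at 37 deg C under 5% CO2 after a 12 hour attachment period, then luciferase detection reagent is added and luminescence is measured following 12 min at room temperature; lowered signal indicates toxicity.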
GLP-1R inv ag – acts as inverse agonist at human GLP-1 receptor. HEK293 GLP-1R CRE-luciferase, luminescence, 24 h; GLP-1R form is constitutively active. Potency, µM (titrated, usually from 38.3 µM), for the others: top-dose activity change, negative = inhibition, hits mostly inhibitors. 410,000 compounds, 1.6% hits. AID 624417; also: potency is read from the fitted curve at half-maximal effect; % is scaled to controls: 0 for no effect and ±100 for the full control effect; nearly all actives have a fitted effect of over 55% in size
Target sequence (P43220 whole entry, looked up): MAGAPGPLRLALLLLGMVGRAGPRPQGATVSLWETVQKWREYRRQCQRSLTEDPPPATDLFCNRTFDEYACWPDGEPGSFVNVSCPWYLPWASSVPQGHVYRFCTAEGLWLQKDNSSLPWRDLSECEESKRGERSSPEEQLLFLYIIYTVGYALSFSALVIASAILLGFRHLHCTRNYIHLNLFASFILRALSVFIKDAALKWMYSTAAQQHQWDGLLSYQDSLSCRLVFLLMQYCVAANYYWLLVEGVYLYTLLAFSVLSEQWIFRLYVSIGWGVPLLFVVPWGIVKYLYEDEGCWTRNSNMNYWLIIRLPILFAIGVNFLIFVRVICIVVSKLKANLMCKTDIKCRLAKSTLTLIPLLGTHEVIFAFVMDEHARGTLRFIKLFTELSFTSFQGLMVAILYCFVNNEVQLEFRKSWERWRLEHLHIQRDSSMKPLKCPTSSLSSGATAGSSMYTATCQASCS
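qHTS in 1536-well format: reporter HEK293 cells expressing constitutive GLP-1R activity in DMEM + 10% Nu serum, 24 hr with compounds at 37 deg C, luminescence read after 12 min with detection reagent.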
FUS yeast rescue – FUS proteinopathy suppression in yeast; S. cerevisiae FUS-expressing, growth rescue, OD600, 24 h; 390,000 compounds, 0.24% hits; AID 1347120; Potency, µM (titrated, usually from 76.6 µM), for inactives: top-dose growth rescue (activation), usual class: activators;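 also: potency is read from the fitted curve at half-maximal effect; plate controls were DMSO vehicle for no effect and reference control for full effect; nearly all actives have a fitted effect of over 55% in size; some results filed as inactive show a strong effect at the top dose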
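Yeast FUS proteinopathy model; galactose-induced FUS (2%), starting OD 0.005. Cpds in dilution series, 24hr, 30C, 99% humidity. Abs 600 nm growth. Pos ctrl CP55940 (top 92uM final); neg ctrl DMSO.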
pAkt inh – Akt phosphorylation inhibition. 360,000 compounds, 0.32% hits. AID 651550. Neuro2A IGF-stimulated pAkt S473 HTRF, 20 min; hits give low values. activity change, % for hits at 50 µM; in the data active = activity change below about -80%; inconclusive = mostly about -51% to -80%; also: % is scaled to controls: 0 for no effect and ±100 for the full control effect
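Neuro2A cells in DMEM with 0.5% FBS, overnight at 37 deg C, given compound at single 50 µM final, then IGF (6 nM final) for 20 min at 37 deg C. Lysed; phospho-Akt Ser473 by HTRF after 24 h, 665/615 ratio.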
aSyn yeast inh – rescues yeast growth from alpha-synuclein toxicity. Yeast expressing alpha-synuclein, growth rescue, BacTiter-Glo, 24 h. Potency, µM (titrated, usually from 46.1 µM), for the others: top-dose growth rescue (activation), most hits filed as activators. 370,000 compounds, 0.14% hits; also: potency is read from the fitted curve at half-maximal effect; % of control where 0% means no effect; nearly all actives have a fitted effect of over 65% in size
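Readout is rescue of growth in alpha-synuclein-expressing yeast, so inhibitors of toxicity appear as activators. Growth after 24 hr at 30 deg C in galactose medium is quantified by luminescence.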
PTHR1 agonist – activates the human parathyroid hormone receptor PTHR1 | HEK293 GP2 PTHR1 cells, GloSensor cAMP luminescence, 1 h | Potency, µM (titrated, usually from 115 µM), for inactives: at the top dose activation, hits mostly activators | 410,000 compounds, 0.075% hits | AID 743266; also: potency is read from the fitted curve at half-maximal effect; nearly all actives have a fitted effect of over 55% in size; some results filed as inactive show a strong effect at the top dose; inactives centre near -15; many of its hits are not listed in these tables
Target sequence (Q03431 whole entry, looked up): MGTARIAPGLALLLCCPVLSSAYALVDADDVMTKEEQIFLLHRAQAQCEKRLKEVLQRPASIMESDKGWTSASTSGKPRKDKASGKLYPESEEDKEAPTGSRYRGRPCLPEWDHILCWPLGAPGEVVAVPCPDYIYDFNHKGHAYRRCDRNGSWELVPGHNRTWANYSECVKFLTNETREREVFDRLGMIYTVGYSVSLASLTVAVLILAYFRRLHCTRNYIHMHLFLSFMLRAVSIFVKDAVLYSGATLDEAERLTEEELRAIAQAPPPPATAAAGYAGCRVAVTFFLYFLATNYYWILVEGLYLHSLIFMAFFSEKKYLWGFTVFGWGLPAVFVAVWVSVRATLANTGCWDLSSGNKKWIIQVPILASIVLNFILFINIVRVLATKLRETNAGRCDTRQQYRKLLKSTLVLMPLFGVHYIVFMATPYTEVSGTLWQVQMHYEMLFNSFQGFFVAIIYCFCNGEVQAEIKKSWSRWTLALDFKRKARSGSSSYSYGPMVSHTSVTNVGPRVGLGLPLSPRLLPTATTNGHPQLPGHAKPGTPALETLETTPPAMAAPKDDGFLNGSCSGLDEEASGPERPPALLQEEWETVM
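HEK-293-derived GP2 cells expressing PTHR1 and a GloSensor cAMP reporter, 3,000/well, plated overnight, given luciferin plus IBMX (each 0.5 mM as added) for 1 h at 37 °C, then compound for 1 h at 37 °C. Luminescence was read after 15 min at room temperature.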
Mm-Cpn inhibitor – inhibitors of Methanococcus maripaludis chaperonin (MmCpn); Potency, µM (highest dose often 76.9 µM), inactives show at the highest dose activity, negative = inhibition, actives largely listed as inhibitors; purified Mm-Cpn ATPase, ADP Transcreener TR-FRET; 330,000 compounds, 0.031% hits; AID 504842; also: potency is read from the fitted curve at half-maximal effect; % is scaled to controls: 0 for no effect and ±100 for the full control effect; nearly all actives have a fitted effect of over 80% in size
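Reaction buffer contained 30 mM Tris pH 7.4, 100 mM KCl, 5 mM MgCl2 and 1 mM DTT. Mm-CPN (25 nM final) hydrolysed 10 uM ATP over 30 min at 37°C; ADP was read by HTRF.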
Abeta rescue – compounds reversing amyloid beta toxicity in yeast. yeast expressing A-beta42, growth rescue, OD600, 48 h; response scale: 0% DMSO, 100% iron-clioquinol control. Potency, µM (highest dose often 46.1 µM), for the others: top-dose growth rescue, most hits filed as activators. 410,000 compounds, 0.063% hits. AID 1347071; also: potency is read from the fitted curve at half-maximal effect; nearly all actives have a fitted effect of over 55% in size
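Yeast A-beta toxicity model in growth medium with pinned compounds, 48 h at 30 C; growth read as absorbance at 600 nm. Normalized to FeCl3/clioquinol equimolar mix (positive) and DMSO (negative).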
Active calls of the source: *; i = inactive; ? = inconclusive; / = not tested or not shown; & = joins results of further samples; [ ] = another dose, or the depositor's remark. Unless noted, calls follow the shape of the dose curve; as a rule, active = well fitted curve in the direction sought with a large enough effect; inconclusive = small, poorly fitted or top-dose-only effect, or another doubt; inactive = no such curve, though single readings can be large; an effect the other way counts as inactive or inconclusive. A portion of the library, so the mix of outcomes need not match the whole.

SMILES	TDP43 rescue	GLP1R cytotox	GLP-1R inv ag	FUS yeast rescue	pAkt inh	aSyn yeast inh	PTHR1 agonist	Mm-Cpn inhibitor	Abeta rescue
Cc1ccc(OCc2cc(C(=O)N3CCC(C(O)C(C)C)CC3)no2)cc1C (configuration not stated)	16µM*	-15%	11µM*	?	i	12%	-19%	2%	14%
COc1ccc(CCNC(=O)COC(=O)C2=NNC(=O)CC2)cc1	-8%	7%	5%	-30%	i	-2%	-6%	/	-2%
O=C(NCCc1ccc(Cl)cc1)C1CCN(Cc2cc3ccccc3n2Cc2ccccc2)CC1	11%	-9%	?	40%	/	/	16%	/	10%
COc1ccc(OCC(=O)OC2CCN(C)CC2)cc1	-9%	-3%	2%	-13%	/	3%	i	4%	14%
CC(=O)Nc1cnc(NC(=O)c2cccc(F)c2)cc1C	-12%	-4%	-25%	47%	i	-2%	-18%	2%	2%
COc1ccc(C(=O)CNc2cccc(F)c2)cc1	17%	-3%	12%	-25%	i	-8%	i	2%	7%
O=C(CCN1C(=O)/C(=C/c2ccccc2)SC1=S)NNC(=O)c1ccncc1	-22%	-1%	16%	6%	i	-12%	-11%	0%	-8%
CCn1c(SCC(=O)NCc2ccco2)nc2c(c1=O)SC(C)C2 (configuration not stated)	19%	4%	6%	-23%	i	1%	i	-9%	6%[9.22 µM]
CC(=O)c1ccc(OCc2cc(C(=O)N(C)CCN3CCOCC3)no2)cc1	3%	-10%	30%[activator]	18%	i	-2%	i	0%	-12%
COc1cccc(-n2cc(CN(C)Cc3nc(Cc4ccccc4)no3)cn2)c1	-3%[9.22 µM]	2%	?	26%	i	1%	-40%[inhibitor]	-5%	-11%
COc1ccc(Cc2n[nH]c(=S)n2-c2cc(C)ccc2C)cc1OC	13%	-13%	23%	-5%	i	5%	7%	/	-3%
CCCS(=O)(=O)NC(=O)C1(C)CCCN(C(=O)c2oc3ccccc3c2C)C1 (configuration not stated)	27%	2%	0%	-19%	i	0%	-15%	/	-3%
COC(=O)c1nnn(CC(=O)NC(=O)Nc2ccccc2F)c1C(=O)OC	15%&30%	1%&-1%	5%&5%	-3%&-15%	i	-4%	i	2%	16%&-3%
Cc1noc(/C=C/c2ccco2)c1S(=O)(=O)N1CCC(C(=O)Nc2ccc(F)cc2F)CC1	0%	2%	-16%	22%	/	/	-68%[inhibitor]	/	-11%
COc1ccc(CC(=O)OCC(=O)N2CCN(S(=O)(=O)c3ccc(C)cc3C)CC2)cc1	12%	-8%	-16%	/	i	12%	-18%	1%	2%
CC(C)(CC(=O)O)CC(=O)NNc1ncccc1C#N	-1%	-11%	12%	4%	i	0%	i	0%	9%
COc1cc(O)c(C(C)=O)c(CC(=O)O)c1	2%	-2%	-10%	7%	i	-2%	i	-1%	-29%
O=[N+]([O-])c1cccc(C(=Nc2ccc(Cl)cc2)NO)c1	?	-8%	0%	0%	i	7%	-74%[inhibitor]	1%	25%
Cc1ccc(OCC(=O)N2CCN(C(=O)c3cccnc3)CC2)cc1	-3%	13%	9%	10%	i	-5%	-14%[57.5 µM]	0%	-7%
CCOC(=O)COc1nc(-c2ccc(Cl)cc2)cc(-c2ccco2)c1C#N	5%	-1%	-5%	-12%	i	-1%	-14%	-8%	-3%
COc1ccc(CCN(C)C(=O)CSc2nnnn2C)cc1OC	17%	6%	45%[activator]	-29%	i	0%	i	-1%	-8%
O=C(NCC(=O)N1CCOCC1)c1ccccc1	6%	-1%	12%	-47%	i	6%	-18%	-2%	-7%
CSc1ccc(/C=N/Nc2ccc(Cl)c(C(=O)O)c2)cc1	12%	18%	8%	20%	i	-6%	-28%	-4%	-9%
CC(C)c1ccccc1Oc1c(C(F)(F)F)oc2c(CN3CCN(C)CC3)c(O)ccc2c1=O	15%	4%	-11%	18%	/	/	9%	/	-10%
CCOC(=O)c1ccc(NC(=O)C2(S(=O)(=O)c3ccc(Cl)cc3)CC2)cc1	9%	2%	?	23%	/	/	i	/	11%

Some of the entries above, reformatted:
COc1ccc(OCC(=O)OC2CCN(C)CC2)cc1
  TDP43 rescue = -9%; GLP1R cytotox = -3%; GLP-1R inv ag = 2%; FUS yeast rescue = -13%; pAkt inh = /; aSyn yeast inh = 3%; PTHR1 agonist = i; Mm-Cpn inhibitor = 4%; Abeta rescue = 14%
Cc1ccc(OCC(=O)N2CCN(C(=O)c3cccnc3)CC2)cc1
  TDP43 rescue = -3%; GLP1R cytotox = 13%; GLP-1R inv ag = 9%; FUS yeast rescue = 10%; pAkt inh = i; aSyn yeast inh = -5%; PTHR1 agonist = -14%[57.5 µM]; Mm-Cpn inhibitor = 0%; Abeta rescue = -7%

The listing picks up with the three entries that preceded the break.
SMILES	TDP43 rescue	GLP1R cytotox	GLP-1R inv ag	FUS yeast rescue	pAkt inh	aSyn yeast inh	PTHR1 agonist	Mm-Cpn inhibitor	Abeta rescue
CSc1ccc(/C=N/Nc2ccc(Cl)c(C(=O)O)c2)cc1	12%	18%	8%	20%	i	-6%	-28%	-4%	-9%
CC(C)c1ccccc1Oc1c(C(F)(F)F)oc2c(CN3CCN(C)CC3)c(O)ccc2c1=O	15%	4%	-11%	18%	/	/	9%	/	-10%
CCOC(=O)c1ccc(NC(=O)C2(S(=O)(=O)c3ccc(Cl)cc3)CC2)cc1	9%	2%	?	23%	/	/	i	/	11%
O=C1NC(=O)N2CCSC2(Cc2ccccc2)N1 (configuration not stated)	0%	14%	17%	/	i	0%	18%	/	11%
O=C1CCN(CCc2ccccc2)CCN1[C@H](CSc1ccc(Br)cc1)c1ccccc1	12%	-15%	-16%	8%	i	0%	-62%[inhibitor]	-7%	10%
S=C1NNC2(NN1)C1CC3CC(C1)CC2C3	12%	?	4%	4%	i	-11%	i	0%	7%
CC(c1ccccc1)c1nnc(N)s1 (configuration not stated)	5%	-4%	0%	-37%	i	-10%	i	1%	-4%
COc1cccc(C2=NOC(C(=O)N3CCN(C(=O)c4ccco4)CC3)C2)c1 (configuration not stated)	14%	2%	8%	3%	i	1%	i	-1%	-2%
CC(C)c1cc(Cn2c3ccccc3c(=O)n2C(C)Cn2cc(COc3ccccc3)nn2)on1 (configuration not stated)	22%	-9%	11%	18%	i	-2%	-47%[inhibitor]	/	-3%
CCCNC(=O)C1(C)CCN(C(=O)COCc2ccccc2)C1 (configuration not stated)	6%	-2%	-15%	-7%	i	1%	i	/	2%
O=C(CN(C(=O)c1csnn1)c1ccccc1C(F)(F)F)NCc1ccccc1	-6%	4%	-27%	20%	i	0%	i	1%	-3%
COC(=O)c1sc(NC(=S)NC(=O)c2cc(OC)c(OC)c(OC)c2)nc1C	-12%	4%	14%	-9%	i	-7%	i	-13%	-21%
Cc1ccc(S(=O)(=O)N2CCN(C(=O)c3ccco3)CC2)c(C)c1	?	4%	-21%	-4%	i	10%	-38%[inhibitor]	0%	-8%
COc1ccc(N2C(=O)c3cccc4cccc(c34)C2=O)cc1	19%	-1%	9%	-2%	i	-7%	i	-4%	-9%
Cc1oc(-c2cccc(Br)c2)nc1Cn1c(=O)cc(-c2ccccc2)c2c(C)nn(C)c21	22%	3%	6%	-11%	/	/	i	/	3%
CCc1ccc(NS(=O)(=O)c2ccc3c(c2)oc(=O)n3C)cc1	20%	-8%	-21%	-15%	i	5%	i	1%	-10%
O=C(NCCC1=CCCCC1)C1CCC(=O)N(Cc2cccc(C(F)(F)F)c2)C1 (configuration not stated)	10%	9%	-30%	43%	i	5%	-38%[inhibitor]	-17%	17%
CCCC1=Nc2cc(C(=O)NCCc3ccccc3)ccc2Sc2ccc(C)cc21	-5%	?	?	8%	/	/	-67%[inhibitor]	/	9%
COC(=O)c1ccc(CNS(=O)(=O)c2ccc3ccccc3c2)cc1	11%	-10%	-12%	3%	i	8%	-41%[inhibitor]	0%	16%
O=C1CN(C(=O)C2CCC(=O)N(CCc3ccc(Cl)cc3)C2)CCN1 (configuration not stated)	10%	3%	11%	-2%	i	6%	i	1%	0%
COc1ccc2cc3cc(C(=O)NCCc4ccccc4)sc3nc2c1Cl	18%	-3%	0%	-5%	/	/	-47%[inhibitor]	/	-11%

Entries listed so far that contain a CF3 group:
SMILES	TDP43 rescue	GLP1R cytotox	GLP-1R inv ag	FUS yeast rescue	pAkt inh	aSyn yeast inh	PTHR1 agonist	Mm-Cpn inhibitor	Abeta rescue
CC(C)c1ccccc1Oc1c(C(F)(F)F)oc2c(CN3CCN(C)CC3)c(O)ccc2c1=O	15%	4%	-11%	18%	/	/	9%	/	-10%
O=C(CN(C(=O)c1csnn1)c1ccccc1C(F)(F)F)NCc1ccccc1	-6%	4%	-27%	20%	i	0%	i	1%	-3%
O=C(NCCC1=CCCCC1)C1CCC(=O)N(Cc2cccc(C(F)(F)F)c2)C1 (configuration not stated)	10%	9%	-30%	43%	i	5%	-38%[inhibitor]	-17%	17%
